Screening data deposited in PubChem by several laboratories.
GSTO1 inh – blocks human GSTO1 in RBBP9 counter-screen; P78417; recombinant GSTO1, activity-based probe fluorescence polarization; inhibition, % at 5.96 µM; actives 1.1% (n = 300,000);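 active = inhibition above the campaign mean inhibition plus 3 SD, cut at about 35% in these data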;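 note: 0% = GSTO1-1 with DMSO and 100% = wells lacking GSTO1-1 enzyme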
Fam108B counter – blocks mouse Fam108B hydrolase in RBBP9 counter-screen. AID 1947. actives 0.33% (n = 300,000). recombinant Fam108B, FP-Rh probe fluorescence polarization. inhibition, % at 9.51 µM;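 active = inhibition above the screen mean inhibition plus 3 SD, computed separately per campaign, cut at about 18% in these data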;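 note: inhibitors lower polarization as less probe binds the enzyme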
MEX-5 binding – C. elegans MEX-5 TCR-2 RNA binding activity; MEX-5/FITC-TCR2 RNA binding, fluorescence polarization; hits give low values; activity score (negative = inhibition of binding), % at 10 µM; actives 0.38% (n = 300,000);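 active = inhibition past about -25% in most replicates, and total fluorescence under double the plate's negative control median, limit read from the data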;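 note: 0% = DMSO and -100% = 5 µM competing unlabeled TCR2 RNA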
MCL1-BIM inh – inhibitors of human MCL1 binding to BIM-BH3 peptide | Q07820 | GST-MCL1 / FITC-Bim-BH3 fluorescence polarization | inhibition, % at 10.9 µM | actives 0.68% (n = 320,000) | AID 2057;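 active = inhibition above the mean inhibition of all tested compounds plus 3 SD, set per campaign, cut at about 40% in these data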;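 note: 0% = DMSO wells and 100% = unlabeled Bim-BH3 peptide control; higher means more loss of mP so more displacement of Bim peptide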
GLD-1 RNA inh – GLD-1-TGE RNA interaction inhibition (C. elegans) | actives 0.44% (n = 320,000) | purified GLD-1 + fluorescein TGE RNA, fluorescence polarization | AID 2280 | inhibition, % at 5.96 µM;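 active = percent inhibition above a per-plate cutoff, the plate mean of test compounds plus 3 SD, cut at about 30% in these data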;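 note: 0% = DMSO wells with GLD-1 and probe and 100% = wells lacking GLD-1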
Target sequence (Q17339 whole entry, looked up): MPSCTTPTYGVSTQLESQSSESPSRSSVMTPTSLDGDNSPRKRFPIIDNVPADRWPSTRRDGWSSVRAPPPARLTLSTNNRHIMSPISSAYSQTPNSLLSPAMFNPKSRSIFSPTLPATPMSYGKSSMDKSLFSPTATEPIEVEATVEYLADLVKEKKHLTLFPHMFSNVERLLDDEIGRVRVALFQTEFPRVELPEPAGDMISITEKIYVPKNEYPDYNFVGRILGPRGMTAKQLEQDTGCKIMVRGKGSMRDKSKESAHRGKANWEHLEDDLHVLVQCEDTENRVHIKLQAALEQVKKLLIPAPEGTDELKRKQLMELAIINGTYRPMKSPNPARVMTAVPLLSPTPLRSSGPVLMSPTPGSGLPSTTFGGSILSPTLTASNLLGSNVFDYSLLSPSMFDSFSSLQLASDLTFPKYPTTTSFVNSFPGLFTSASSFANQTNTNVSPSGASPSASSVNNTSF
Bcl-xL primary – inhibitors of human Bcl-xL | GST-Bcl-xL / FITC-Bim BH3 peptide fluorescence polarization | inhibition, % at 10.9 µM | actives 0.7% (n = 320,000);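 active = inhibition above the mean of all tested compounds plus 3 SD, cutoff set per campaign, cut at about 30% in these data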;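 note: 0% = DMSO wells and 100% = unlabeled Bim-BH3 peptide competitor; inhibitors lower millipolarization by displacing the labeled peptide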
PAD4 inh – blocks human protein arginine deiminase 4; Q9UM07; recombinant PAD4, RCA probe fluorescence polarization; inhibition, % at 6.36 µM; actives 0.41% (n = 330,000);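 active = percent inhibition above a cutoff equal to the mean of all tested compounds plus 3 SD, cut at about 15% in these data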;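 note: 0% = PAD4 with RCA probe and DMSO and 100% = probe without PAD4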
PME-1 primary – PME-1 (human) inhibition. Q9Y570. recombinant PME-1, FP-Rh probe fluorescence polarization. inhibition, % at 5.9 µM. actives 0.53% (n = 320,000). AID 2130;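 active = inhibition above the campaign mean of all compounds plus 3 SD, cut at about 26% in these data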;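 note: competitive labeling of PME-1 active site by serine hydrolase directed probe; 0% = PME-1 with DMSO and 100% = wells lacking PME-1 enzyme; inhibitors block probe labeling so polarization falls and inhibition rises; many of its hits are not listed in these tables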
Target sequence (Q9Y570 whole entry, looked up): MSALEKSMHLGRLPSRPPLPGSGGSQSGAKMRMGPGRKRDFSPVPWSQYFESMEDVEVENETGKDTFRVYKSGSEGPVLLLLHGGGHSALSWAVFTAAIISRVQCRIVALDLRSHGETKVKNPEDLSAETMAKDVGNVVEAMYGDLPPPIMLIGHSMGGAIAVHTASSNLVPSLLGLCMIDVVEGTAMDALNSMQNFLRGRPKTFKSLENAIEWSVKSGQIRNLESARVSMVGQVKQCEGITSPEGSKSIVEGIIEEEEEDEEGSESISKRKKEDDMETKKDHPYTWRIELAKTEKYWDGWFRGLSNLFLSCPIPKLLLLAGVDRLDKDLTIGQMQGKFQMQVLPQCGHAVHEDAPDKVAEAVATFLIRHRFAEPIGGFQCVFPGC
TPT1 inh – blocks Candida albicans tRNA 2'-phosphotransferase; inhibition, % at 5 µM; recombinant caTPT1, FP RNA substrate dephosphorylation; actives 0.81% (n = 300,000);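 active = inhibition above the mean of all tested compounds plus 3 SD, set per screening campaign, cut at about 24% in these data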;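 note: plate controls were DMSO alone for no effect and ferristatin control at 100 nM for full effect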
* marks the source's active call; other numbers are inactive results. Some of the compounds tested; count on the stated rates, not on these rows.

SMILES | GSTO1 inh | Fam108B counter | MEX-5 binding | MCL1-BIM inh | GLD-1 RNA inh | Bcl-xL primary | PAD4 inh | PME-1 primary | TPT1 inh
N#CCn1c(CN2CCCC2)nc2ccccc2c1=O | 2 | 0 | -0.7 | -1 | -2 | -1 | -3 | 1 | -2
Cc1cccc(C(CC(=O)O)NC(=O)C(F)(F)F)c1 (configuration not stated) | 0 | 2 | 0.7 | 2 | 4 | -3 | -1 | 8 | 2
Cc1nc(NCc2cccnc2)c2c3c(sc2n1)CCCC3 | -5 | -1 | -2.8 | -1 | 0 | 5 | -3 | 0 | -2
COc1ccc(-c2cc(C(F)(F)F)n3nc(C(=O)NCc4ccco4)cc3n2)cc1 | -1 | 6 | -1.6 | 7 | 8 | 10 | -3 | -8 | -1
C=CCOc1ccccc1CNCc1ccc(F)cc1 | 11 | 1 | 2.7 | -2 | 5 | 0 | -1 | -3 | -4
Cc1ccccc1-c1nc2ccc(Cl)cc2c(=O)n1O | 4 | 6 | -1.8 | 1 | -4 | 3 | -3 | 4 | 1
O=C(NC(=S)Nc1ccc(N2CCOCC2)c(Cl)c1)c1cccs1 | -3 | -3 | 1.6 | 15 | 1 | 9 | 1 | 3 | 3
C=CCNC(=O)CCCOc1cccc(C)c1 | -2 | 3 | -0.5 | -2 | 1 | 5 | 2 | -2 | -3
COc1ccc(C(=O)NCc2nnc(SCC(=O)N3CCc4ccccc43)n2CCc2ccccc2)cc1 | -2 | 0 | -9.0 | 1 | 1 | -3 | 2 | 6 | -2
CCn1c(CSCc2ccc(F)cc2)nnc1SCC(=O)NCc1ccccc1 | 10 | 1 | 1.5 | -1 | 4 | -6 | -4 | -7 | 2
O=C1N=C(N2CCCC2C(=O)O)S/C1=C\c1ccco1 (configuration not stated) | 6 | 2 | -5.8 | 13 | 8 | 17 | -6 | -4 | -5
COCCCNC(=O)CSc1nc2ccccc2c(=O)n1CCC(=O)NCCc1ccc(OC)c(OC)c1 | -9 | 1 | -1.3 | 2 | 2 | 1 | -5 | 0 | -2
CCN(CC)c1ccc(C=C2C(=O)OC(C)(C(C)(C)C)OC2=O)cc1 (configuration not stated) | -8 | -10 | -69* | -38 | -5 | -21 | -2 | -14 | 78*
COc1ccccc1N1CCN(C(c2cccs2)C(C)NC(=O)c2ccco2)CC1 (configuration not stated) | 0 | 4 | -0.7 | 6 | 2 | -1 | -1 | 6 | 1
CN(C)c1ccc(C(C#N)c2ccc(Cl)cc2)nn1 (configuration not stated) | 1 | -7 | 1.6 | 1 | -4 | 1 | -2 | 1 | 0
C[C@H](NC(=O)N1CCn2c1nc1ccccc12)C(=O)NCc1ccc2c(c1)OCO2 | 7 | -4 | 3.3 | -1 | -1 | 1 | 4 | 0 | 2
COC(=O)c1ccc(CNC(=O)c2coc3ccccc3c2=O)cc1 | -6 | 5 | -0.3 | 5 | -5 | 8 | 0 | -5 | -4
CC(C)CCNc1nc(N)c([N+](=O)[O-])c(NCC2CCCO2)n1 (configuration not stated) | 2 | 4 | -0.2 | 2 | 1 | 8 | -1 | -1 | 0
CC1CN(C2CCN(C(=O)c3ccccc3Cl)CC2)CC(C)O1 (configuration not stated) | 3 | 2 | -1.7 | 2 | 11 | 10 | 2 | 4 | -2
O=C(/C=C/c1cccc([N+](=O)[O-])c1)NCCSCc1ccccc1Cl | 4 | -2 | -2.9 | 0 | 3 | 3 | -2 | 7 | -3
CC(C)Sc1ncnc2c1oc1ccccc12 | 5 | -2 | -0.9 | 0 | 4 | -2 | -6 | 2 | 1
CCC(NC(=O)c1cc(COc2c(F)cccc2F)on1)c1ccncc1 (configuration not stated) | 4 | 2 | -1.8 | 3 | 1 | 5 | 2 | -1 | -3
Cc1ccccc1-n1nc2c(c1NC(=O)CCCl)CSC2 | 6 | -1 | 0.5 | 7 | 3 | -1 | 1 | -4 | 2
NC(=O)CSc1nnc(-c2cnccn2)n1-c1ccccc1 | 0 | 3 | 2.4 | 0 | 1 | 1 | -2 | -1 | -1
O=C(Cn1cc([N+](=O)[O-])cn1)Nc1cccnc1 | 1 | 2 | -2.9 | 1 | 0 | 7 | -9 | 1 | 2

Full records, looked up by structure:
COCCCNC(=O)CSc1nc2ccccc2c(=O)n1CCC(=O)NCCc1ccc(OC)c(OC)c1 is listed as GSTO1 inh = -9; Fam108B counter = 1; MEX-5 binding = -1.3; MCL1-BIM inh = 2; GLD-1 RNA inh = 2; Bcl-xL primary = 1; PAD4 inh = -5; PME-1 primary = 0; TPT1 inh = -2
Cc1ccccc1-n1nc2c(c1NC(=O)CCCl)CSC2 is listed as GSTO1 inh = 6; Fam108B counter = -1; MEX-5 binding = 0.5; MCL1-BIM inh = 7; GLD-1 RNA inh = 3; Bcl-xL primary = -1; PAD4 inh = 1; PME-1 primary = -4; TPT1 inh = 2

Remaining list, next part
SMILES | GSTO1 inh | Fam108B counter | MEX-5 binding | MCL1-BIM inh | GLD-1 RNA inh | Bcl-xL primary | PAD4 inh | PME-1 primary | TPT1 inh
O=C(CSc1nc2ccc(Cl)cc2[nH]1)NC1CCCc2ccccc21 (configuration not stated) | 2 | -1 | 0.6 | -7 | -1 | -2 | -11 | -8 | 5
CCOC(=O)CC1(NC(=O)c2cc(COc3cccc(OC)c3)on2)CCCCC1 | 8 | -2 | 3.0 | -7 | -1 | -11 | -9 | 8 | -1
CC(C)Cc1nnc(NC(=O)c2ccncc2)s1 | -2 | -1 | -0.3 | 3 | 5 | 6 | 4 | 0 | -4
COc1ccc(N2C(=O)/C(=C/c3cccnc3)NC2=S)cc1 | 7 | -6 | -1.7 | -4 | 2 | -3 | 3 | -12 | 3
CCc1c(C)sc2nc(C(C)C)nc(SCC(=O)N3CCc4ccccc4C3)c12 | 4 | 2 | 2.3 | -3 | 4 | -2 | 0 | 3 | 0
Cc1ccc(C)n1-c1ccc(-n2cnnn2)cc1 | 3 | -1 | 0.4 | 8 | 1 | 12 | -5 | -4 | 9
Cc1nc(NC(=O)COC(=O)c2ccc(S(=O)(=O)N3CCc4ccccc4C3)cc2)c(Cl)cc1Cl | 2 | 7 | 0.8 | 14 | 6 | 8 | -3 | 8 | 0
CC(C)OCCCNC(=O)c1ccc(C2SCC(=O)N2Cc2ccco2)cc1 (configuration not stated) | 5 | 0 | 0.1 | 10 | 8 | 8 | 0 | 2 | 4
Cc1cc(C)nc(SCC(=O)Nc2ncc(Cc3ccc(Cl)c(Cl)c3)s2)n1 | 3 | -1 | -0.2 | -1 | -2 | 2 | 4 | -8 | -3
Brc1ccc(OCc2ccccc2)c(CNCC2CCCO2)c1 (configuration not stated) | 6 | -4 | -0.5 | -5 | -7 | -1 | -5 | 2 | -3
Cc1nn(-c2cc(N3CCCC3)ccc2[N+](=O)[O-])c(=O)c2ccccc12 | -1 | 0 | 3.5 | -2 | 5 | 2 | -1 | 2 | 1
COc1cccc(CC2(CO)CCCN(Cc3cn(C)c4ccccc34)C2)c1 (configuration not stated) | -2 | 3 | 0.3 | -4 | -5 | -2 | -2 | -1 | 1
CCN(c1ccccc1)S(=O)(=O)c1ccc(NC(=O)c2ccco2)cc1 | -4 | -3 | -1.4 | -7 | 9 | -2 | 0 | -5 | -1
Cc1cc(N2CCOCC2)nc2ccc(NC(=O)CCC(=O)N3CCCCC3)cc12 | -4 | 4 | -1.3 | 3 | -4 | 3 | -6 | -4 | -3
CCOc1cc2[nH]c(=S)n(C3CC3)c(=O)c2cc1OCC | 2 | -1 | -1.2 | 4 | 3 | 3 | 2 | -1 | 0
CC(C)C(=O)Nc1nnc(SCC(=O)N2c3ccccc3CC2C)s1 (configuration not stated) | 2 | 5 | -0.3 | 10 | -4 | 0 | -3 | -2 | -2
O=C(COc1ccccc1Br)NC1CC1 | 6 | -3 | -2.1 | 4 | 0 | 8 | -2 | 1 | -2
CCc1ccccc1OCCCN1CCCC1 | -2 | 3 | -0.1 | 9 | 2 | 5 | 1 | 7 | -3
CCOC(=O)C1CCN(c2nc(-c3ccc(C)cc3)nc3ccccc23)CC1 | 3 | -2 | -0.5 | 2 | 4 | 7 | 4 | -1 | -5
CSc1cccc(CN2CCC(CCC(=O)NC3CC3)CC2)c1 | 3 | 3 | -1.3 | -3 | 4 | -1 | 2 | -9 | -1
Cc1onc(-c2ccccc2)c1C(=O)NC(=S)NNC(=O)c1ccco1 | 11 | -3 | -0.5 | 7 | 7 | 4 | 5 | 0 | -5
CC(Sc1nnc(NC(=O)c2cc3ccccc3oc2=O)s1)c1ccccc1 (configuration not stated) | -2 | 1 | 0.5 | -1 | 0 | 1 | 2 | 0 | 0

Look-ups from above:
CCOc1cc2[nH]c(=S)n(C3CC3)c(=O)c2cc1OCC – PME-1 primary = -1
CSc1cccc(CN2CCC(CCC(=O)NC3CC3)CC2)c1 – TPT1 inh = -1

Rewritten with values under each structure: 4 of the compounds above.
Fields: GSTO1 inh | Fam108B counter | MEX-5 binding | MCL1-BIM inh | GLD-1 RNA inh | Bcl-xL primary | PAD4 inh | PME-1 primary | TPT1 inh
> Cc1nc(NC(=O)COC(=O)c2ccc(S(=O)(=O)N3CCc4ccccc4C3)cc2)c(Cl)cc1Cl
→ 2 | 7 | 0.8 | 14 | 6 | 8 | -3 | 8 | 0
> CC(C)OCCCNC(=O)c1ccc(C2SCC(=O)N2Cc2ccco2)cc1 (configuration not stated)
→ 5 | 0 | 0.1 | 10 | 8 | 8 | 0 | 2 | 4
> Cc1cc(C)nc(SCC(=O)Nc2ncc(Cc3ccc(Cl)c(Cl)c3)s2)n1
→ 3 | -1 | -0.2 | -1 | -2 | 2 | 4 | -8 | -3
> Brc1ccc(OCc2ccccc2)c(CNCC2CCCO2)c1 (configuration not stated)
→ 6 | -4 | -0.5 | -5 | -7 | -1 | -5 | 2 | -3
